Screens deposited in PubChem by several laboratories.
MBD2 inh = inhibitors of MBD2 binding to methylated DNA, primary screen, biochemical, TR-FRET, DNA-binding domain, human; Methyl-CpG-binding domain protein 2 (Homo sapiens), Q9UBB5; MBD2 binding to methylated oligonucleotide; inhibition, % at 4.4 µM; 0.31% of 370,000 active; in the data active means inhibition above about 13%
rCAG RNA binder = binders of r(CAG) RNA repeats, primary screen, biochemical, fluorescence | r(CAG) RNA repeat, TO-PRO-1 dye displacement fluorescence | 1.3% of 370,000 active | AID 651821, 2012 | inhibition, % at 3 µM;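 active means inhibition above the plate cutoff, the mean of all test compounds on that plate plus 3 SD, cut at about 35% in these data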;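 further: 0% = DMSO alone and 100% = 100 µM mitoxantrone as full dye displacement; higher means more dye released from RNA so lower well fluorescence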
LEDGF integ inh = blockers of LEDGF/p75-dependent integrase strand transfer – biochemical, TR-FRET, high throughput, primary screen | HIV-1 integrase (with human LEDGF/p75) | TR-FRET IN-LEDGF/p75 DNA integration, Eu/Cy5 | inhibition, % at 3.7 µM | 0.64% of 370,000 active | AID 743269, 2014;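 active means inhibition above the screen-wide mean plus 3 SD, cut at about 13% in these data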;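 further: signal is the Cy5 over europium emission ratio at 671 and 618 nm; 0% = plate median of compound wells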
mABHD4 FP = ABHD4 inhibitors, primary screen, biochemical, fluorescence polarization, mouse; (Lyso)-N-acylphosphatidylethanolamine lipase (Mus musculus), Q8VD66; purified mABHD4, FP-Rh probe fluorescence polarization; inhibition, % at 8.92 µM; AID 720543, 2013; 0.54% of 370,000 active;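 active means inhibition exceeding the mean over every tested compound plus 3 SD, cut at about 30% in these data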;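 further: 0% = plate median of compound wells and 100% = S159A mutant with DMSO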
Target sequence (Q8VD66 whole entry, looked up): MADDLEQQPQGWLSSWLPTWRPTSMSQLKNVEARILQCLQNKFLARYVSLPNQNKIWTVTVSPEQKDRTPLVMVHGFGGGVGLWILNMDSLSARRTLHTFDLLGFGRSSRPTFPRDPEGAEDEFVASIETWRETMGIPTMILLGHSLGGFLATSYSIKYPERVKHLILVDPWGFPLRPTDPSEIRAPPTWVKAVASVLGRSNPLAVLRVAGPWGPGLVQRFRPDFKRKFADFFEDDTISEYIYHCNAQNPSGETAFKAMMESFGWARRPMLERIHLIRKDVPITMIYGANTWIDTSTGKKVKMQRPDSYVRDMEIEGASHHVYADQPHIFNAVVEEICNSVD
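Test system: mouse ABHD4 enzyme, wild type. Reagent: FP-Rh fluorescent activity-based probe, added after compound pre-incubation. Timing: pre-incubation 45 min, probe exposure 60 min, at 25 °C. Technique: FP readout, ex 525 nm / em 598 nm. Benchmarks: high control S159A mutant with DMSO, low control median of compound wells.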
NPR2 activator = human GC-B receptor activators, primary screen, HEK293 GC-B cells, cGMP TR-FRET, EC30 CNP; AID 1920062, 2024; activation, % at 10 µM; Atrial natriuretic peptide receptor 2 (Homo sapiens), P20594; 0% at EC30 CNP, 100% saturating CNP; 0.11% of 370,000 active;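 active means activation at 10 µM reaching about 35% in either raw or pattern-adjusted values, limit read from the data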
SIAE primary = human SIAE inhibitors, primary screen, biochemical, fluorescence polarization, FP-Rh probe, 1536-well HTS; Sialate O-acetylesterase (Homo sapiens), Q9HAT2; SIAE FP-Rh probe binding; inhibition, % at 9.66 µM; 0.69% of 370,000 active; AID 1053197, 2014;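 active means inhibition above a cutoff: mean of compounds within the control limits plus 3 SD of those, cut at about 17% in these data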;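 further: 0% = plate median of compound wells and 100% = probe without SIAE protein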
TCR CD3 inh = inhibitors of human TCR-CD3 interaction, primary screen, biochemical, fluorescence, TAMRA-labeled TCR probe. 0.37% of 360,000 active. T-cell receptor (TCR). inhibition, % at 9.4 µM; in the data active means inhibition above about 19%;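 further: recombinant mutant TCR 2C K166C tagged with TAMRA read by polarization; 0% = receptor in buffer alone and 100% = receptor with positive control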
PRMT1 FP inh = PRMT1 methyltransferase inhibitors, primary screen, biochemical, fluorescence polarization; Protein arginine N-methyltransferase 1 (Homo sapiens), Q99873; recombinant PRMT1, activity-based probe fluorescence polarization; inhibition, % at 2.79 µM; AID 652257, 2013; 1.3% of 370,000 active;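 active means inhibition above about 21% made by adding two undisclosed values, limit read from the data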
Target sequence (Q99873 whole entry, looked up): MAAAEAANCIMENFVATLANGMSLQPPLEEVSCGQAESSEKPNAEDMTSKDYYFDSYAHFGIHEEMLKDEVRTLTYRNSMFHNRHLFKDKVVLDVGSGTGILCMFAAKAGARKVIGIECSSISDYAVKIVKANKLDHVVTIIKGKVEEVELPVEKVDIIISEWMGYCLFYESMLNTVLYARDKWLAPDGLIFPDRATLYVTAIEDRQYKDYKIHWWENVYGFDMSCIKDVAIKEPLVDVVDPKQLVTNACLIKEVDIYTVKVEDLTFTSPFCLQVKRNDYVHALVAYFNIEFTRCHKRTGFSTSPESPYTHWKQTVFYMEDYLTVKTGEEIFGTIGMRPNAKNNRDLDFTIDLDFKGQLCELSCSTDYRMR
TDP2 absorb = human TDP2 enzyme inhibitors, primary screen, biochemical, epi absorbance, recombinant enzyme | Tyrosyl-DNA phosphodiesterase 2 (Homo sapiens), O95551 | T5PNP hydrolysis, p-nitrophenol absorbance 415 nm | inhibition, % at 12.8 µM | 0.34% of 370,000 active | AID 720702, 2013;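 active means inhibition above the mean of all tested compounds plus 3 SD, set per campaign, cut at about 25% in these data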;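 further: 0% = DMSO with enzyme and 100% = buffer with substrate but no TDP2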
Target sequence (O95551 whole entry, looked up): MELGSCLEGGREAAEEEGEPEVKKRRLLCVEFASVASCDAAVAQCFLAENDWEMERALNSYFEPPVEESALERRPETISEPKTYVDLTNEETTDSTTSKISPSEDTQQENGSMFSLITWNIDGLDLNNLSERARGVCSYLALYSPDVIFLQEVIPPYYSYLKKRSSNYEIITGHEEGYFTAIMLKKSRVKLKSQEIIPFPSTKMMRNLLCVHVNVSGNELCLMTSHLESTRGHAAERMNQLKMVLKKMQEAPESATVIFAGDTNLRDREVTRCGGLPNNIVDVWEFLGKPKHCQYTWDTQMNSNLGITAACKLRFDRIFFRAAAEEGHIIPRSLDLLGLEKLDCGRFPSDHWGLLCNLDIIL
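Read-out basis: percent inhibition. System: recombinant human TDP2. Buffer or medium: Mg2+-containing Tris-HCl buffer, pH 7.5. Repeats: single replicate. Timing: reaction 2 h, 37 °C. Benchmarks: high control without enzyme, low control DMSO plus TDP2. Probe or stimulus: 5 mM T5PNP. Doses: 12.8 µM only. Measured by: epi absorbance of p-nitrophenol freed from T5PNP by hydrolysis.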
HTRA1 inh = HTRA1 serine protease inhibitors, primary screen, biochemical, fluorescence polarization, HTS. AID 504803, 2011. inhibition, % at 5.96 µM. recombinant HTRA1, FP-rhodamine activity-based probe. 0.5% of 340,000 active. Q92743; in the data active means inhibition above about 36%;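 further: 0% = enzyme with DMSO and 100% = wells lacking enzyme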
Starred values were filed as active, the others as inactive; x = no result given. Some of the compounds tested, so the mix of outcomes need not match the whole.

SMILES	MBD2 inh	rCAG RNA binder	LEDGF integ inh	mABHD4 FP	NPR2 activator	SIAE primary	TCR CD3 inh	PRMT1 FP inh	TDP2 absorb	HTRA1 inh
CCn1ccnc1CNCc1cn(-c2cc(C)ccc2C)nc1-c1ccccc1	-0.2	-3.4	11.9	4.9	-4.8	-2.0	-3.3	-2.3	-7.4	-45.1
Cc1cccc(Cn2nc(C)cc2NC(=O)CCCn2ccc([N+](=O)[O-])n2)c1	-2.7	0.8	-4.5	-0.7	4.5	-0.1	5.1	6.3	3.3	-3.9
CCCCNC(=O)c1ccc2c(c1)C(=O)N(Cc1ccncc1)C2=O	6.3	-3.4	-0.9	2.5	-6.5	1.8	-11.4	4.4	10.8	8.8
O=C(CN1CCN(Cc2ccccc2Cl)CC1)N/N=C/c1cccs1	-11.7	-5.5	3.9	-10.1	-5.6	1.3	0.2	-4.7	-15.7	x
Cc1c(C(=O)NCC2COc3ccccc3O2)oc2ccc(S(=O)(=O)N3CCOCC3)cc12 (stereo unspecified)	-4.9	3.1	-5.6	-2.5	8.8	-10.6	-4.6	0.7	-7.1	-7.2
COC(=O)C1CCN(C(=O)CSc2nnc(-c3ccccc3)o2)CC1	-0.1	-4.6	4.2	-2.0	2.0	10.1	-1.6	-4.9	3.7	1.2
C[C@@H]1CCCCO[C@@H](CN(C)C(=O)CCCN(C)C)[C@@H](C)CN([C@H](C)CO)C(=O)c2cc(NC(=O)CCC(F)(F)F)ccc2O1	1.0	3.1	-6.5	-1.4	5.0	5.2	0.6	0.3	6.3	-1.5
Cc1ccc(-n2ncc3c(=O)n(CC(N)=O)cnc32)cc1	1.9	2.5	-3.6	-4.4	-9.7	4.7	3.2	-0.3	6.8	-3.9
Fc1ccc(-[n+]2nc(Nc3ccccc3)sc2-c2c(Cl)cccc2Cl)cc1	0.9	1.1	-2.8	6.5	-8.3	-7.1	-1.6	3.5	-14.4	5.9
O=C1Nc2ccccc2SC1=Cc1ccccc1	-5.2	1.1	5.5	-6.6	-0.7	-4.2	3.3	0.8	-5.0	-18.7
Cc1ccc2cc(C#N)c(SCC(=O)NCc3ccco3)nc2c1	-7.2	7.2	-6.6	-0.6	-3.7	-11.7	6.0	1.1	-6.8	-22.4
CC(C)OCCCNC(=O)CN1C(=O)CSc2ccc(S(=O)(=O)N3CCOCC3)cc21	-1.7	1.3	-2.3	-0.4	0.5	-0.9	2.2	-0.4	-0.8	6.1
COc1ccc(CNC[C@H]2O[C@@H](n3ccc(=O)[nH]c3=O)[C@H](O)[C@@H]2O)cc1	-7.5	0.5	0.0	0.4	-0.4	-4.9	2.6	1.9	4.3	x
CN1CCN(c2nc3ccccc3nc2C(C#N)S(=O)(=O)c2ccccc2)CC1 (stereo unspecified)	2.5	10.0	-3.1	-0.1	-5.2	0.0	-3.8	2.9	5.9	x
COCCC(=O)N1CCC(Oc2ccc(C(=O)NCCC3=CCCCC3)cc2)CC1	0.5	-5.4	-3.5	2.1	3.6	-3.3	2.5	4.1	6.1	-0.8

3 compounds already listed, ordered by the number in MBD2 inh, highest first:
canonical_smiles | MBD2 inh
C[C@@H]1CCCCO[C@@H](CN(C)C(=O)CCCN(C)C)[C@@H](C)CN([C@H](C)CO)C(=O)c2cc(NC(=O)CCC(F)(F)F)ccc2O1 | 1.0
Fc1ccc(-[n+]2nc(Nc3ccccc3)sc2-c2c(Cl)cccc2Cl)cc1 | 0.9
COCCC(=O)N1CCC(Oc2ccc(C(=O)NCCC3=CCCCC3)cc2)CC1 | 0.5

Next structures
SMILES	MBD2 inh	rCAG RNA binder	LEDGF integ inh	mABHD4 FP	NPR2 activator	SIAE primary	TCR CD3 inh	PRMT1 FP inh	TDP2 absorb	HTRA1 inh
CC1(c2nnc(-c3ccccc3)o2)CC(c2ccncc2)=NO1 (stereo unspecified)	-0.6	-2.8	-2.2	6.2	-0.8	-2.8	10.7	0.0	-2.0	13.4
COCCn1nnnc1C(c1ccc(O)c(OC)c1)N1CCc2ccccc2C1 (stereo unspecified)	-6.8	-0.2	1.9	8.6	3.6	4.3	6.4	0.8	7.6	9.2
COC(=O)[C@]12C[C@H](CC(=O)N3CCN(C(=O)c4ccco4)CC3)C(=O)N(Cc3cccc4ccccc34)C1=C[C@H](C(C)C)O[C@@H]2C1CC1	-4.9	7.7	3.4	-6.9	5.5	5.8	x	-1.5	-10.1	x
C=CCC1NCCc2c(Br)cccc21 (stereo unspecified)	0.5	-2.0	-0.5	-0.1	-5.6	2.5	4.2	2.4	10.0	1.8
Cc1nn(-c2nc(-c3ccco3)cc(C(F)(F)F)n2)c(C)c1Br	-3.8	2.7	0.0	4.3	-3.5	-2.8	0.3	-2.3	5.2	4.6
CCN(C(=O)COc1cc(=O)n(CC)c2ccccc12)c1cccc(Cl)c1	-4.7	-7.2	1.7	-5.3	0.6	7.7	2.9	-4.7	9.7	-2.9
CCC(C)NC(=O)C1CCC(CNS(=O)(=O)c2ccccc2)CC1 (stereo unspecified)	5.2	-4.9	-4.9	3.3	12.1	-0.8	1.1	0.1	-12.6	2.9
COc1cc(C(=O)COC(=O)Cc2cnc3sccn23)cc(OC)c1OC	2.2	-1.6	2.2	-6.7	-0.8	3.0	-0.8	3.5	-6.7	3.0
Cc1ccc(CNC(=O)c2ccc(CNc3c(N4CCCC4)c(=O)c3=O)cc2)cc1	10.0	3.7	-4.8	-6.3	-0.7	2.3	2.5	-1.1	-4.8	-8.3
CC(C)[C@H](NS(=O)(=O)c1ccccc1)C(=O)OCC(=O)N1N=C(c2ccc(Cl)cc2)CC1c1ccco1 (stereo partly specified)	0.8	34.0	-0.8	-7.8	1.8	-3.1	-4.8	15.3	-3.5	-14.2
COCC(C)n1c(SCC(=O)N2CCc3ccccc3C2)nc2ccccc2c1=O (stereo unspecified)	0.1	-5.9	-4.4	-4.5	0.0	-0.5	-7.0	2.1	-0.2	-8.9
O=C(Cn1cnc2ccccc2c1=O)NNC(=O)c1ccccc1	2.9	0.6	-1.3	-0.9	2.2	-2.6	2.3	-0.8	-1.3	x
CCOc1ccc(N(CC)S(=O)(=O)c2ccc3c(c2)oc(=O)n3C)cc1	0.3	-4.3	1.9	1.5	-2.4	-3.9	7.4	2.4	-0.1	5.2
COc1cccc(-c2nc(CS(=O)(=O)CC(=O)NCCCN3CC(C)CC(C)C3)c(C)o2)c1 (stereo unspecified)	0.2	-7.4	-1.4	5.9	-9.1	-5.8	-4.0	0.6	18.4	-1.9
CCCCNC(=O)c1sc(=S)n2c1[nH]c(=O)c1ccccc12	1.4	32.5	-0.8	22.0	1.1	-41.6	-1.4	-0.7	16.6	4.2

Two of the compounds above, field by field:
CCC(C)NC(=O)C1CCC(CNS(=O)(=O)c2ccccc2)CC1 (stereo unspecified)
  MBD2 inh: 5.2 | rCAG RNA binder: -4.9 | LEDGF integ inh: -4.9 | mABHD4 FP: 3.3 | NPR2 activator: 12.1 | SIAE primary: -0.8 | TCR CD3 inh: 1.1 | PRMT1 FP inh: 0.1 | TDP2 absorb: -12.6 | HTRA1 inh: 2.9
COc1cc(C(=O)COC(=O)Cc2cnc3sccn23)cc(OC)c1OC
  MBD2 inh: 2.2 | rCAG RNA binder: -1.6 | LEDGF integ inh: 2.2 | mABHD4 FP: -6.7 | NPR2 activator: -0.8 | SIAE primary: 3.0 | TCR CD3 inh: -0.8 | PRMT1 FP inh: 3.5 | TDP2 absorb: -6.7 | HTRA1 inh: 3.0

Other records follow.
SMILES	MBD2 inh	rCAG RNA binder	LEDGF integ inh	mABHD4 FP	NPR2 activator	SIAE primary	TCR CD3 inh	PRMT1 FP inh	TDP2 absorb	HTRA1 inh
COc1ccc2[nH]c3c(c2c1)CCN1C(=O)C(CC(=O)NCC24CC5CC(CC(C5)C2)C4)C[C@H](C(=O)N(C(C)C)C(C)C)[C@@]31C (stereo partly specified)	0.7	3.9	-4.4	5.1	2.0	-3.2	-7.2	6.5	2.9	-18.1
COc1ccc(NC(=O)c2nc3nccc(C)n3n2)cc1S(=O)(=O)N1CCOCC1	1.3	6.8	1.3	13.9	-9.1	1.0	1.1	0.7	5.3	6.2
Cc1ccc(COCCN2CCN(S(=O)(=O)c3ccc(C)cc3)CCC2=O)cc1	1.8	-8.7	-0.8	-2.1	-0.1	-1.4	1.4	-1.3	-2.0	-4.4
COc1ccc(S(=O)(=O)N2CCC(Nc3ccccc3Cl)CC2)cc1	-1.9	-2.6	0.6	-12.3	-1.1	0.6	6.7	-2.1	6.6	-17.5
Cc1cc(F)c(F)c(C(=O)N2CCOCC2)c1	4.2	-2.6	-2.8	4.5	6.0	-11.9	2.8	0.3	2.7	-6.6
O=C(c1cccs1)N1C[C@H](n2cc(C3CC3)nn2)[C@@H](O)C[C@@H]1c1ccc(Cl)cc1	2.2	2.0	2.1	-5.1	-5.8	0.3	-1.1	3.7	-1.4	0.3
O=c1oc2ccccc2c(N2CCCC2)c1CN1CCCC1	-5.1	3.5	-2.8	2.2	3.5	3.7	-1.9	-1.5	10.5	-5.8
CCN(CC(=O)Nc1cccc(OC)c1)CC(=O)Nc1cccc2ccccc12	-3.9	0.9	2.6	-14.0	-3.7	-2.8	-6.4	5.7	3.1	-11.7
O=C(/C=C/Sc1ccc(C(F)(F)F)cn1)c1ccccc1	5.1	6.2	2.0	7.3	1.6	4.3	8.3	-6.6	-0.3	9.1
CCc1nc2c(OCc3cccc(Cl)c3)cccn2c1N(C)C(=O)c1ccco1	-1.7	2.0	-0.7	0.4	1.4	7.5	4.9	-5.1	0.6	x
O=C(CSc1ccc(-c2cccs2)nn1)NCCc1ccccc1	-2.9	-6.0	8.7	-12.1	-2.2	-6.1	2.8	1.1	-3.5	-2.5
Cc1cc(C)cc(-n2nc(C)cc2N)c1	1.4	-1.1	-1.4	3.9	-0.1	1.6	8.1	0.1	-10.9	-2.0
Oc1ccc(C=Nc2ccccc2-c2nc3ccccc3[nH]2)cc1	-8.3	10.9	3.0	-24.7	44.9*	-20.4	-1.4	-3.9	-10.0	-10.2
Cc1cc(-c2c(C)[nH]n(-c3ccccc3)c2=O)n[nH]1	-3.9	-2.7	-4.1	11.4	-1.9	-1.3	-3.7	-2.5	-1.9	3.9

Taken from above:
For TCR CD3 inh, `O=c1oc2ccccc2c(N2CCCC2)c1CN1CCCC1` reads -1.9
For NPR2 activator, `CCc1nc2c(OCc3cccc(Cl)c3)cccn2c1N(C)C(=O)c1ccco1` reads 1.4
For PRMT1 FP inh, `COc1ccc(S(=O)(=O)N2CCC(Nc3ccccc3Cl)CC2)cc1` reads -2.1
